uPA surface inh: cell surface uPA generation inhibition. cell surface uPA generation assay, qHTS. Potency, µM (top dose mostly 38.3 µM), for inactives: top-dose activity change, negative = inhibition, most hits filed as inhibitors. actives 0.31% (n = 330,000). AID 540303; active = well fitted inhibition curve with a large enough effect; inconclusive = small, poorly fitted or top-dose-only effect; inactive = no such curve, though single readings can be large or run the other way; tested in mouse RAW 264.7 cells; also: potency is read from the fitted curve at half-maximal effect; % is scaled to controls: 0 for no effect and ±100 for the full control effect; nearly all actives have a fitted effect of over 55% in size
p53 reactivator: mutant p53 re-activation in reporter cells. H1299 p53-A138V BP100-luciferase reporter, luminescence, 24 h. Potency, µM (titrated, usually from 92.2 µM), for inactives: top-dose activity change, positive = activation, actives largely listed as activators. actives 0.063% (n = 320,000). AID 504706; also: potency is read from the fitted curve at half-maximal effect; % of control where 0% means no effect; nearly all actives have a fitted effect of over 45% in size
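p53-null H1299 cells stably carrying temperature-sensitive p53-A138V and a BP100-luciferase reporter were pinned with compounds (4-point, 1:5 series) and held 24 hrs at 37 deg C. Luminescence was read 10 min after detection reagent.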
TSG101-PTAP inh: blocks PTAP/TSG101 interaction to inhibit HIV-1 budding; Q99816; Fluorescence polarization, FITC-PTAP peptide / Tsg101 binding; Potency, µM (titrated, usually from 115 µM), for the others: at the highest dose activity change, negative = inhibition, usual class: inhibitors; 340,000 tested, under 10 active; AID 493005; active = well fitted inhibition curve with a large enough effect in the main read-out, with a control signal flat, not every such curve was filed as active; inconclusive = small, poorly fitted or top-dose-only effect, or effect the other way, or a change in a side signal; inactive = no such curve, though single readings can be large or run the other way; also: potency is read from the fitted curve at half-maximal effect; % of control where 0% means no effect
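Tsg101 binding domain (10 uM final) was mixed with compound and a FITC-labeled PTAP peptide (50 nM final) in HEPES pH 7.5 buffer with NaCl, Tween 20, EDTA and TCEP; fluorescence polarization was read after 20 min at r.t.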
Eya2 inh: blocks the phosphatase activity of human Eya2. AID 488837. Potency, µM (highest dose often 76.9 µM), inactives show top-dose activity, negative = inhibition, usual class: inhibitors. actives 0.006% (n = 330,000). recombinant Eya2, OMFP fluorescence dephosphorylation (OMFP is methylfluorescein phosphate); also: potency is read from the fitted curve at half-maximal effect; % is scaled to controls: 0 for no effect and ±100 for the full control effect
Target sequence (O00167 whole entry, looked up): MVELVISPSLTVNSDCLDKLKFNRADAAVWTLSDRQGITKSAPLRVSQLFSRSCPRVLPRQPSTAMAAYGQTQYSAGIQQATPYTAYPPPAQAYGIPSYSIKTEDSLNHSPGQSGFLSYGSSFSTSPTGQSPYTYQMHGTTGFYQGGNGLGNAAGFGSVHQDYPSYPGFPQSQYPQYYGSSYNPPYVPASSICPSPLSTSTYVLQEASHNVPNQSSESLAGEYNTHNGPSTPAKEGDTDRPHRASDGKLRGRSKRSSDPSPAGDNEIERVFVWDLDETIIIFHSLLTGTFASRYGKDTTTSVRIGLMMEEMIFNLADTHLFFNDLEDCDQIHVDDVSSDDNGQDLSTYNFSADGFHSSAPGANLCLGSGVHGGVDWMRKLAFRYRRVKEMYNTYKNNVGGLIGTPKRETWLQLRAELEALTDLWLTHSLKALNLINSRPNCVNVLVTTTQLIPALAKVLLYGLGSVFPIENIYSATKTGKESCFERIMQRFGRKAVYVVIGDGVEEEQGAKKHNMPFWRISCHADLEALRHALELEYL
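Eya2 protein (added as 0.2 uM solution) was preincubated with compound for 10 min at ambient temperature in 50 mM HEPES pH 7.5, 50 mM NaCl, 5 uM MgCl2, 0.05% BSA, 1 mM DTT. OMFP (added at 50 uM) then reacted 10 min; fluorescence read at 485/525 nm.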
BRCA1 expr act: BRCA1 expression activation; MCF7-BRCA1-FFLuc reporter, luminescence, 48 h; response scale: scaled: vehicle 0%, 10 µM genistein 100%; Potency, µM (titrated, usually from 46.1 µM), for inactives: top-dose activation, usual class: activators; actives 1.1% (n = 380,000); AID 624202; also: potency is read from the fitted curve at half-maximal effect; nearly all actives have a fitted effect of over 80% in size; some results filed as inactive show a strong effect at the top dose
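MCF7-BRCA1-FFLuc cells, 2000/well in phenol-red-free MEM, attached 2 h then treated 48 h at 37 C. Luciferase luminescence read 15 min after reagent; normalized to genistein maximum activation (10microM) and DMSO, concentration-response fitted.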
TRPV1 ag: activates the human vanilloid receptor TRPV1; Q8NER1; TRPV1-expressing cells, Fluo-8 calcium influx, agonist mode; activation, % at 8.33 µM; actives 0.19% (n = 320,000); AID 540275; in the data active = activation above about 80%; inconclusive = between about 30% and that limit; also: 0% is about no effect
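TRPV1-expressing cells were cultured overnight at 35.5C and loaded with Fluo-8 calcium dye for 40 to 90 min at room temperature. After a 10 s baseline, compound was added and calcium influx was read kinetically for 3 min (ex 480/em 520 nm).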
ELG1 genotox: induces genotoxicity in HEK293T cells with luciferase-tagged ELG1; actives 1.3% (n = 330,000); Potency, µM (highest dose often 46 µM), without a hit: at the top dose activity change, positive = activation, usual class: activators; HEK293T ELG1-luciferase reporter, luminescence, 16 h; also: potency is read from the fitted curve at half-maximal effect; % of control where 0% means no effect; nearly all actives have a fitted effect of over 60% in size
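HEK293T cells expressing luciferase-tagged ELG1 were exposed to compound or DMSO vehicle for 16 hr at 37 °C and 5% CO2. Luciferase activity was then measured with ONE-Glo after 30 min at room temperature.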
ASM inhibitor: blocks human secretory acid sphingomyelinase. P17405. placental ASM, HMU-PC fluorogenic substrate, 60 min. Potency, µM (top dose mostly 57.5 µM), for inactives: top-dose activity change, negative = inhibition, actives largely listed as inhibitors. actives 0.006% (n = 340,000). AID 504937; also: potency is read from the fitted curve at half-maximal effect
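Human placenta-derived ASM preincubated with compound 10 min at room temperature, then reacted with 9 uM (final) fluorogenic HMU-PC substrate for 60 min at 37 C. Stop solution raises pH to 10; fluorescence read at Ex 386/Em 447 nm.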
B2AR arrestin: recruits beta-arrestin to the human beta2-adrenergic receptor; beta-arrestin recruitment to beta2AR, cell-based reporter; Potency, µM (titrated, usually from 46.1 µM), for inactives: top-dose activation, usual class: activators; actives 0.02% (n = 330,000);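 also: potency is read from the fitted curve at half-maximal effect; 0% = DMSO controls and full agonism = EC100 isoproterenol or metaproterenol; nearly all actives have a fitted effect of over 65% in size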
Target sequence (P07550 whole entry, looked up): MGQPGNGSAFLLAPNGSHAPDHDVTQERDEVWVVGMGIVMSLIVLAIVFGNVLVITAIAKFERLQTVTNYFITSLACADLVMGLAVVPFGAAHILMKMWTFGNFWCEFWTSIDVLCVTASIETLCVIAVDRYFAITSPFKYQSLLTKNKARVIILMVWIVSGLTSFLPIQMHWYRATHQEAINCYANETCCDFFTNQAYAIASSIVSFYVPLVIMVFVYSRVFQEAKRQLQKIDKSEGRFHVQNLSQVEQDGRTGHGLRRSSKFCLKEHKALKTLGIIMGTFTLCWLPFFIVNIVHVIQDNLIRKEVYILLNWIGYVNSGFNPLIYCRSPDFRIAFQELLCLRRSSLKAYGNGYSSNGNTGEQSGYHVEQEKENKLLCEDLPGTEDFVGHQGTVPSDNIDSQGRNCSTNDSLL
a7 integrin act: activates integrin-mediated alleviation for muscular dystrophy; alpha7betagal myoblasts, beta-gal FDG fluorescence, 48 h; Potency, µM (highest dose often 38.3 µM), inactives show at the top dose activation, actives largely listed as activators; actives 0.064% (n = 350,000); AID 624291;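 also: potency is read from the fitted curve at half-maximal effect; 100% = response of the positive control SU9516; nearly all actives have a fitted effect of over 60% in size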
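Alpha7betagal+/- myoblasts (passage 13) were plated 16-24 hr, then exposed to compounds (1:260 dilution of DMSO stock) for 48 hours at 37C. After MPER lysis, β-galactosidase reporter activity was read as FDG fluorescence (ex 480/em 540) after 30 minutes.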
USP2a block: blocks human ubiquitin-specific protease USP2a. O75604. AID 463254. USP2 core, Ub-CHOP2 coupled fluorogenic reporter, 485/531. actives 0.01% (n = 330,000). Potency, µM (doses to about 38.3 µM), without a hit: top-dose activity change, negative = inhibition, usual class: inhibitors;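 also: potency is read from the fitted curve at half-maximal effect; plate controls were DMSO wells for no effect and full inhibition by NEM control for full effect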
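Deubiquitinase activity read as fluorescence (485/531 nm) after Ub-CHOP2 cleavage activates the enterokinase reporter on its substrate; USP2 core 10nM, Ub-CHOP2 and substrate 25nM each, 30min compound preincubation then 60min RT; data normalized to NEM, curves fitted.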
An asterisk follows results filed as active; ? = inconclusive; · = no result given; [ ] = remark or other dose. Unless noted, calls follow the shape of the dose curve; as a rule, active = well fitted curve in the direction sought with a large enough effect; inconclusive = small, poorly fitted or top-dose-only effect, or another doubt; inactive = no such curve, though single readings can be large; an effect the other way counts as inactive or inconclusive.

No.	SMILES	Eya2 inh	TRPV1 ag	BRCA1 expr act	a7 integrin act	ASM inhibitor	TSG101-PTAP inh	B2AR arrestin	uPA surface inh	USP2a block	p53 reactivator	ELG1 genotox
1	COc1ccc(NC(=O)CN(c2cc(C)cc(C)c2)S(=O)(=O)c2c(C)n[nH]c2C)cc1	-11.4%	-0.8	-79.7%	-11.4%	-6.3%	-3.7%	-0.1%	-23.5%	-1.4%	-4.9%	-5.1%
2	CN1C(N)=NC(=O)/C1=C/c1ccc(F)cc1	7.9%	-4.4	2.9%	-22.9%	2.9%	-1.8%	-0.9%	0.2%	0.2%	-0.4%	-2.3%
3	O=C(Nc1ccc(NC(=O)C23CC4CC(CC(C4)C2)C3)cn1)c1ccco1	-2.9%	-0.3	?	-36.4%	0.2%	-6.5%	-0.1%	1.3%	0.8%	40.8%	2.31µM*
4	CCCN1C(=O)C(NC(C)=O)c2cc(OC)ccc21 (stereo unspecified)	2.5%	·	9.1%	6.2%	3.8%	-3.7%	-0.2%	1.7%	1.3%	-3.2%	-2.3%
5	Cc1cc(NC(=O)CSc2nnc(C(C)N(C)C)n2Cc2ccccc2)no1 (stereo unspecified)	5.7%	7.7	-7.2%	28.1%	8.2%	-1.2%	0.1%	3.9%	0.4%	-1.5%	0.8%
6	Nc1ccc(C23CC4CC(CC(CO)(C4)C2)C3)cc1	18.9%	1.6	68.7%	9.0%	-1.4%	-0.7%	0.0%	-0.7%	1.3%	-18.0%	5.5%
7	Cc1ccc(N(CC(=O)NC2CCCC2)C(=O)CNC(=O)c2cccs2)c(C)c1	-4.9%	1.8	-10.3%	2.0%	0.2%	2.2%	-0.8%	-2.4%	4.1%	0.2%	-4.9%
8	O=C(C1CCCN(S(=O)(=O)c2cccnc2)C1)N1CCn2c1nc1ccccc12 (stereo unspecified)	2.6%	-5.0	26.2%	16.8%	-9.1%	-3.1%	0.2%	-0.3%	6.4%	10.7%	-2.7%
9	O=S(=O)(c1cccc2cccc(Cl)c12)N1CCCC1	-2.4%	-0.9	33.4%	12.0%	-1.9%	-1.7%	-1.1%	-3.5%	1.1%	-4.8%	-4.7%
10	COc1ccc(-c2csc(N3CCC(c4ccccc4)C3)n2)cc1 (stereo unspecified)	0.0%	-6.4	?	-20.6%	-1.3%	-2.4%	3.8%	1.8%	0.7%	17.7%	11.8%
11	O=C(O)c1cc(-c2cccs2)nn1-c1ccccc1	-0.7%	1.6	0.0%	18.4%	33.6%	-9.3%	0.0%	1.8%	2.1%	1.5%	1.2%
12	COc1cc(NC(=O)CCN2CCN(c3ccccc3F)CC2)cc(OC)c1	-15.7%	24.1	-3.6%	-17.5%	3.7%	-3.8%	0.3%	-0.1%	-1.8%	0.5%	0.7%

(further entries)
No.	SMILES	Eya2 inh	TRPV1 ag	BRCA1 expr act	a7 integrin act	ASM inhibitor	TSG101-PTAP inh	B2AR arrestin	uPA surface inh	USP2a block	p53 reactivator	ELG1 genotox
13	Fc1ccc(-c2nnc(SCc3ncc(-c4ccccc4)o3)n2CC2CCCO2)cc1 (stereo unspecified)	-7.4%	5.0	0.0%	-17.9%	-0.7%	-4.9%	0.3%	-0.5%	-1.6%	21.8%	1.9%
14	COc1ccc(N2CCN(C(=O)CCS(=O)(=O)c3ccc(OC)cc3)CC2)cc1	-23.9%	-2.9	31.1%	1.7%	3.1%	-2.2%	4.8%	0.7%	1.1%	0.5%	-6.1%
15	CCOc1ccc(S(=O)(=O)NCCc2cn3ccccc3n2)cc1	4.2%	0.5	3.7%	?	3.9%	-1.3%	-0.4%	4.2%	-1.7%	5.3%	12.6%
16	Cc1ccc(CNC(=O)CC(C)S(=O)(=O)c2cc3c(cc2C)NC(=O)CO3)cc1 (stereo unspecified)	-3.3%	4.7	-27.6%	18.1%	-0.3%	-0.1%	-0.5%	5.3%	-1.1%	1.0%	-6.4%
17	COc1ccc(S(=O)(=O)N2CCCCC2)cc1NC(=O)C1CC1	12.0%	-2.7	-19.1%	-22.1%	7.2%	-7.2%	4.0%	12.5%	0.1%	-17.9%	-4.3%
18	CC(=O)N1c2ccc(S(=O)(=O)N3CCC(C(=O)Nc4cccc(C)n4)CC3)cc2CC1C (stereo unspecified)	-5.4%	2.0	-41.7%	-49.9%[inhibitor]	-1.0%	-1.6%	0.0%	-8.1%	0.3%	-10.6%	6.7%
19	Cn1c(=O)c2c(nc(NCCNC(=O)c3ccco3)n2Cc2ccccc2Cl)n(C)c1=O	-20.7%	-1.1	0.6%	1.9%	3.0%	-2.2%	0.1%	5.5%	0.9%	2.0%	14.2%
20	CN(CC(=O)NCc1ccc(F)cc1)S(=O)(=O)c1ccc(Br)s1	0.2%	?	-5.5%	7.9%	-4.9%	-13.0%	0.0%	0.2%	0.9%	-7.0%	-6.2%
21	CCCOc1ccc(/C(O)=C2/C(=O)C(=O)N(CCN(CC)CC)C2c2ccncc2)cc1 (stereo unspecified)	-2.0%	-2.0	·	·	·	·	0.0%	·	0.3%	0.2%	-2.4%
22	COc1ccc(/C=C2\SC(=N)N(c3ccc(F)cc3)C2=O)cc1	6.5%	-2.8	-5.9%	4.0%	-1.2%	-4.5%	-0.7%	4.0%	0.8%	-1.7%	-5.2%
23	CCc1nnc(NC(=O)C2CC(=O)N(c3ccc(C)cc3)C2)s1 (stereo unspecified)	12.9%	1.1	0.9%	14.8%[7.66 µM]	-3.3%	-2.3%	0.1%	2.8%	-0.8%	2.6%	-4.4%
24	CCOC(=O)C1CCN(CC(O)COc2ccc(S(=O)(=O)N3CCCC3)cc2[N+](=O)[O-])CC1 (stereo unspecified)	-0.7%	5.7	-4.5%	-22.5%	0.5%	1.7%	-0.3%	-0.1%	-1.4%	-6.7%	2.6%

The listing continues.
No.	SMILES	Eya2 inh	TRPV1 ag	BRCA1 expr act	a7 integrin act	ASM inhibitor	TSG101-PTAP inh	B2AR arrestin	uPA surface inh	USP2a block	p53 reactivator	ELG1 genotox
25	CS(=O)(=O)N(CC(=O)Nc1ccc2c(c1)OCO2)c1ccc(Cl)cc1	-0.8%	-1.8	26.4%	0.0%	-3.3%	0.5%	0.5%	0.2%	-9.9%	16.8%	9.7%
26	COc1cccc(/C=C/C(=O)OCC(=O)c2c[nH]c3ccccc23)c1	8.9%	16.2	5.8%	0.0%	-6.4%	2.0%	-1.1%	-0.6%	1.6%	1.0%	-0.4%
27	COc1cc(/C=C/C(=O)OC(C)C(=O)Nc2c(C)n(C)n(-c3ccccc3)c2=O)ccc1O (stereo unspecified)	-33.2%	-0.8	-12.4%	-20.2%	26.7%	-1.9%	-0.2%	3.0%	1.3%	-7.7%	14.0%
28	CC1CCN(CCCCOc2ccccc2F)CC1	-1.6%	1.8	10.5%	13.8%	2.6%	-0.1%	0.4%	-4.3%	1.1%	5.0%	-5.2%
29	C=CCN1C(=O)/C(=C\c2ccc(Cl)cc2)N=C1SCC(=O)NCCC	25.5%	24.6	-4.8%	9.8%	155.1%[activator]	-4.1%	-2.0%	-4.0%	2.8%	1.3%	-1.1%
30	NS(=O)(=O)c1ccc(CNC(=O)c2ccc(Cl)c([N+](=O)[O-])c2)cc1	3.7%	2.7	-2.5%	-16.1%	-0.9%	-3.8%	0.4%	-7.8%	-10.6%	0.5%	-5.8%
31	C=CCN=C1SC(CC)C(=O)N1S(=O)(=O)c1ccc(C)cc1 (stereo unspecified)	-3.2%	0.5	-39.2%	-8.4%	0.0%	-1.0%	-0.1%	-6.6%	3.6%	-7.2%	-4.1%
32	Cc1onc(-c2ccccc2Cl)c1C(=O)NCc1cccnc1	13.8%	-0.6	6.2%	7.5%[7.66 µM]	-1.9%	2.8%	-0.2%	·	-9.0%	-1.3%	-0.5%
33	CC(=O)c1oc2ccccc2c1NC(=O)COC(=O)c1ccc(-n2nc(C)cc2C)cc1	15.3%	0.5	0.0%	15.0%	2.3%	-6.6%	0.9%	0.3%	-0.3%	-7.4%	-0.6%
34	CN(Cc1ccccc1F)C(=O)CNC(=O)Cc1cccc2ccccc12	-7.3%	10.3	-3.6%	14.0%	-0.7%	-0.1%	-0.2%	11.2%	4.5%	4.5%	-2.4%

Screening data deposited in PubChem BioAssay by National Center for Advancing Translational Sciences (NCATS).
